# PI5P4Ka inh: qHTS for Inhibitors of phosphatidylinositol 5-phosphate 4-kinase (PI5P4K); Phosphatidylinositol 5-phosphate 4-kinase type-2 alpha (Homo sapiens), P48426; PI5P4Kalpha enzyme, ADP-Glo luminescence, 60 min; hits give low values; max response, %; 330,000 tested, 1.2% active; active means max response of -50% or lower; inconclusive means between -30% and -50%; inactive means -30% or higher; further: value at the top dose of about 77 µM; on the % scale 0 is the no-effect control and ±100 the full control effect
#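 PI5P4Kalpha ADP-Glo assay; 5 microM ATP final; 60 min RT reaction; HEPES pH 7.4/EGTA/CHAPS, 5% DMSO; controls lacking substrate or enzyme; luminescent end-point.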
# aSyn yeast inh: qHTS of alpha-syn Inhibitors; Yeast expressing alpha-synuclein, growth rescue, BacTiter-Glo, 24 h; Potency, µM (series often up to 46.1 µM), inactives show at the top dose growth rescue (activation), hits mostly activators; 370,000 tested, 0.14% active; AID 652106, 2013; further: potency means the concentration at half of the fitted maximal effect; % of control where 0% means no effect; nearly all actives have a fitted effect of over 65% in size
#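 Screening used galactose-induced yeast with toxic alpha-synuclein levels, exposed to compound for 24 hr at 30 deg C. Cell growth, read with BacTiter-Glo luminescence, gave the measured signal.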
# PLK1 PBD block: qHTS for Inhibitors of PLK1-PDB (polo-like kinase 1 - polo-box domain): Primary Screen | 360,000 tested, 2.8% active | Potency, µM, for the others: max response, negative = inhibition, hits mostly inhibitors | Serine/threonine-protein kinase PLK1 (Homo sapiens), P53350 | Plk1 PBD binding of FITC phosphopeptide, fluorescence polarization; further: potency means the concentration at half of the fitted maximal effect; series mostly up to about 57 µM; on the % scale 0 is the no-effect control and ±100 the full control effect; nearly all actives have a fitted effect of over 65% in size
# EPAC1 antag: qHTS for Antagonist of cAMP-regulated guanine nucleotide exchange factor 3 (EPAC1): primary screen; EPAC1 GEF assay, Rap1b-BODIPY-GDP exchange fluorescence; Potency, µM (doses to about 115 µM), inactives show at the highest dose activity change, negative = inhibition, most hits filed as inhibitors; AID 720709, 2013; Rap guanine nucleotide exchange factor 3 (Homo sapiens), O95398; 360,000 tested, 0.14% active;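 further: potency means the concentration at half of the fitted maximal effect; plate controls were vehicle for no effect and positive control for full effect; nearly all actives have a fitted effect of over 50% in size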
# Target sequence (O95398 whole entry, looked up): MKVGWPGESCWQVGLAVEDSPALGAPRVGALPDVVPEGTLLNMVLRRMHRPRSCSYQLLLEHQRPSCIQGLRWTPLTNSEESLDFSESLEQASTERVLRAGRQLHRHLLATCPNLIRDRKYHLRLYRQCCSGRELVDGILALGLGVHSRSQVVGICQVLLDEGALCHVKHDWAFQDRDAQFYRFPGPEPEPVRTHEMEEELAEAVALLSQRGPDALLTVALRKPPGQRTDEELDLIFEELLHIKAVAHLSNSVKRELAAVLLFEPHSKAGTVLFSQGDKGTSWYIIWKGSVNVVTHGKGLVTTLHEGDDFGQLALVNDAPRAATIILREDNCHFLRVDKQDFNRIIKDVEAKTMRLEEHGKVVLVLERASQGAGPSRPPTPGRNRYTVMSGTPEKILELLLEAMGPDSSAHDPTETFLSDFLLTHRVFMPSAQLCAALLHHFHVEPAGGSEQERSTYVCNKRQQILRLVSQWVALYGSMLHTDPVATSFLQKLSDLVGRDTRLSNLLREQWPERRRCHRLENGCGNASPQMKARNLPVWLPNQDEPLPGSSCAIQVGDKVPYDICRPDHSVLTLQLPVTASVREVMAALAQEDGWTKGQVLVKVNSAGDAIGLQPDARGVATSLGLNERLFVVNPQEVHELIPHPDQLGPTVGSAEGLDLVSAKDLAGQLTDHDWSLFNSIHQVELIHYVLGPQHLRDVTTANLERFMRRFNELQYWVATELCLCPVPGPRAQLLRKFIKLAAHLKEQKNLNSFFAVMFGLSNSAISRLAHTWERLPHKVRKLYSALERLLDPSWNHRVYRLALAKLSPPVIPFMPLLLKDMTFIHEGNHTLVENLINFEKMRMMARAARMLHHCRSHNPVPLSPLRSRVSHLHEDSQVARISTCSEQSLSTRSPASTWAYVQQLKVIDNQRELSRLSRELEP
# EPAC1 ag: qHTS for Agonist of cAMP-regulated guanine nucleotide exchange factor 3 (EPAC1): primary screen; AID 720707, 2013; 360,000 tested, 0.073% active; Rap guanine nucleotide exchange factor 3 (Homo sapiens), O95398; EPAC1 agonist qHTS, biochemical assay; response scale: 100% = response to 6.5 mM cAMP; Potency, µM (doses to about 154 µM), without a hit: at the top dose activation, usual class: activators; further: potency means the concentration at half of the fitted maximal effect; nearly all actives have a fitted effect of over 60% in size
#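 Nucleotide exchange assay: 100 nM EPAC1 with 250 nM Rap1B loaded with BODIPY-GDP and 50 uM GDP, room temperature. Fluorescence (480/540 nm) read every 5 min for 30 min; signal change normalized to 6.5 mM cAMP as full agonist.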
# WRN inhibitor: qHTS for Inhibitors of WRN Helicase; WRN helicase unwinding, fluorescent forked duplex, kinetic; AID 651768, 2012; Potency, µM (titrated, usually from 114 µM), for the others: at the highest dose activity change, negative = inhibition, actives largely listed as inhibitors; Bifunctional 3'-5' exonuclease/ATP-dependent helicase WRN (Homo sapiens), Q14191; 360,000 tested, 0.46% active; further: potency means the concentration at half of the fitted maximal effect; on the % scale 0 is the no-effect control and ±100 the full control effect; nearly all actives have a fitted effect of over 55% in size
#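 Kinetic red-fluorescence monitoring (525/598 nm) tracks WRN helicase activity after 100 nM fluorophore-quencher forked duplex and 2 mM ATP are added to 20 nM enzyme pretreated 15 min at room temperature with compound.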
# FUS suppressor: qHTS for Suppressors of FUS Proteinopathy: Primary screen using FUS-linked yeast assay; S. cerevisiae FUS-expressing, growth rescue, OD600, 24 h; Potency, µM (doses to about 76.6 µM), for inactives: at the top dose growth rescue (activation), most hits filed as activators; 390,000 tested, 0.24% active;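 further: potency means the concentration at half of the fitted maximal effect; plate controls were DMSO vehicle for no effect and reference control for full effect; nearly all actives have a fitted effect of over 55% in size; some results filed as inactive show a strong effect at the top dose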
#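 Cultures pregrown in 2.5% raffinose medium are shifted to minimal medium containing 2% galactose to express toxic FUS. Compounds are tested at several concentrations. After 24hr at 30C, growth is quantified at 600 nm absorbance.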
# IL-2 act: qHTS of IL-2 Activators | 360,000 tested, 0.065% active | IL-2 activation reporter assay, cell-based qHTS; stimulated with anti-CD3/CD4/CD28 beads; in transgenic mouse T cells | activation, % (series mostly up to about 46 µM); in the data active means activation above about 50%; inconclusive means mostly about 30% to 49%; further: 0% is about no effect
#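 Using fluorescent plate cytometry, EGFP and DsRed are detected in transgenic mouse T cells stimulated 18 h at 37 degrees C with antibody-coated beads after 60 min compound pretreatment.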
# Abeta yeast res: qHTS for compounds that reverse cellular toxicity of Amyloid beta (A-beta) peptide in yeast: Primary Screen. yeast expressing A-beta42, growth rescue, OD600, 48 h; response scale: 0% DMSO, 100% iron-clioquinol control. Potency, µM (titrated, usually from 46.1 µM), for the others: at the highest dose growth rescue, actives largely listed as activators. 410,000 tested, 0.063% active. AID 1347071, 2019; further: potency means the concentration at half of the fitted maximal effect; nearly all actives have a fitted effect of over 55% in size
#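 Yeast A-beta toxicity model in growth medium with pinned compounds, 48 h at 30 C; growth read as absorbance at 600 nm. Normalized to FeCl3/clioquinol equimolar mix (positive) and DMSO (negative).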
# An asterisk follows results filed as active; ? = inconclusive; nt = no result given; & = joins results of further samples; [ ] = remark or other dose. Unless noted, the call rests on the fitted dose curve; in most records, active means well fitted curve in the direction sought with a large enough effect; inconclusive means small, poorly fitted or top-dose-only effect, or another doubt; inactive means no such curve, though single readings can be large; an effect the other way counts as inactive or inconclusive.
Molecule	PI5P4Ka inh	aSyn yeast inh	PLK1 PBD block	EPAC1 antag	EPAC1 ag	WRN inhibitor	FUS suppressor	IL-2 act	Abeta yeast res
CC1=C(C(=O)N(C(C)C)C(C)C)CC(CC(=O)NC(c2ccccc2)c2ccccc2)C(=O)N1CCC1=CCCCC1 (stereo not given)	-4	-1%	-2%	-8%	-3%	-4%	?	-0.9	-1%
Cn1cc(C(=O)NC2CCCCC2)c(=O)c2cc(S(=O)(=O)N3CCOCC3)ccc21	-1	1%	-1%	5%	0%	1%	6%	1.6	-1%
CCOC(=O)c1nc(NCc2ccccc2)sc1C	?	-22%	6.7µM*	-3%	-3%	-31%	-5%	0.5	7%
O=C(Oc1ccccc1Cl)c1ccc2c(=O)n3c(nc2c1)CCC3	0	-8%	-7%	2%	5%	-18%	2%	-3.4	-7%
Cc1ccccc1NC(=O)Cc1nc(COC(=O)c2cc(Cl)ccc2O)cs1	-5	-7%	0%	-25%	-16%	-1%	-13%	-1.6	-8%
O=C(O)c1cc(-c2ccc(N3CCOCC3)cc2)nn1-c1ccccc1Cl	-17	-6%	-24%	-9%	-6%	-10%	37%	0.4	-18%
O=C(Cc1cccc2ccccc12)Nc1nnc(-c2cccc([N+](=O)[O-])c2)s1	1	2%	-7%	-6%	-8%	-6%	-15%	-2.9	2%
CCN(CC)CCNC(=S)Nc1ccc2nc(N3CCOCC3)cc(C)c2c1	-1	-8%	?	-12%	12%	-4%	-10%	-0.4	1%
O=C(N[C@@H]1c2ccccc2CC[C@@H]1OCc1ccccc1)c1ccc(-c2ccccc2)cc1	-2	1%	0%	8%	2%	4%	-19%	-0.6	7%
COc1ccc(NC(=O)C(NS(=O)(=O)c2ccc3c(c2)CCCN3C(C)=O)C(C)C)c(OC)c1 (stereo not given)	nt	0%	-9%	1%	7%	-8%	48%	-1.1	10%
CCC(=O)c1cc2c(cc1NC(=O)c1ccc(C)cc1)OCCO2	nt	-1%	-7%	9%	6%	0%	19%	-0.8	12%
O=C(NC(=O)N1CCN(c2cccc(Cl)c2)CC1)c1ccccc1	nt	1%	-7%	1%	-6%	-7%	29%	-2.3	-3%
CC(C)NC(=O)CN(Cc1ccc2c(c1)OCO2)C(=O)CCC(=O)Nc1ccccn1	6	1%	-3%	4%	9%	-11%	-1%	-0.9	-5%
Fc1ccc(-c2cc(-c3nnc4n3CCCCC4)c3ccccc3n2)cc1	-3	-1%	-16%	-16%	-3%	5%	18%	-2.4	-4%
N#CC/C(N)=N/NC(=O)CCCNc1ncc(C(F)(F)F)cc1Cl	-1	2%	?	-24%	-7%	2%	8%	-1.1	7%
CCOC(=O)CC(C#N)c1cn(C)c2ccccc12 (stereo not given)	nt	1%	0%	-13%	-9%	0%	18%	0.3	-11%
COc1ccc(-c2cccc(-c3cc(=O)oc4cc(OC)c(OC)c(OC)c34)c2)cc1	22	3%	-5%	?	13%	1%	26%	-0.4	7%
CN(Cc1ccccc1)c1nc2c(c(=O)[nH]c(=O)n2C)n1C	1	-7%	-6%	-11%	14%	-9%	-4%	0.6	-1%
O=C(Nc1ccc2c(c1)CCC2)C1COc2ccccc2O1 (stereo not given)	nt	-1%	-3%	-2%	9%	-8%	-8%	-0.2	6%
Cc1ccc2nc(NC(=O)c3cccc(-c4cc5ccccc5oc4=O)c3)sc2c1	nt	-4%	-17%	6%	9%	-5%	21%	1.7	10%
Cc1ccc(NS(=O)(=O)c2cc3c(cc2Br)NC(=O)CO3)cc1C	nt	nt	nt	-18%	7%	nt	28%	-0.4	-7%
O=C(COc1cc2oc(=O)c3c(c2cc1Cl)CCC3)NCc1ccncc1	-1	-1%	-4%	0%	-7%	23%	12%	-1.0	?
Cc1ccc(Cl)cc1NC(=S)N(Cc1ccco1)C(C)c1cccs1 (stereo not given)	8	-4%	-11%	2%	16%	-6%	-1%	-2.8	14%
COc1ccc(CNC(=O)COC(=O)c2cc(-c3cccs3)nc3ccccc23)cc1OC	-4	-20%	-3%	1%	-10%	4%	?	-3.9	3%

# Two entries drawn at random from the list so far, as already listed:
Molecule	PI5P4Ka inh	aSyn yeast inh	PLK1 PBD block	EPAC1 antag	EPAC1 ag	WRN inhibitor	FUS suppressor	IL-2 act	Abeta yeast res
COc1ccc(-c2cccc(-c3cc(=O)oc4cc(OC)c(OC)c(OC)c34)c2)cc1	22	3%	-5%	?	13%	1%	26%	-0.4	7%
Cc1ccc2nc(NC(=O)c3cccc(-c4cc5ccccc5oc4=O)c3)sc2c1	nt	-4%	-17%	6%	9%	-5%	21%	1.7	10%

# Back to the main list, starting 6 compounds before the break.
Molecule	PI5P4Ka inh	aSyn yeast inh	PLK1 PBD block	EPAC1 antag	EPAC1 ag	WRN inhibitor	FUS suppressor	IL-2 act	Abeta yeast res
O=C(Nc1ccc2c(c1)CCC2)C1COc2ccccc2O1 (stereo not given)	nt	-1%	-3%	-2%	9%	-8%	-8%	-0.2	6%
Cc1ccc2nc(NC(=O)c3cccc(-c4cc5ccccc5oc4=O)c3)sc2c1	nt	-4%	-17%	6%	9%	-5%	21%	1.7	10%
Cc1ccc(NS(=O)(=O)c2cc3c(cc2Br)NC(=O)CO3)cc1C	nt	nt	nt	-18%	7%	nt	28%	-0.4	-7%
O=C(COc1cc2oc(=O)c3c(c2cc1Cl)CCC3)NCc1ccncc1	-1	-1%	-4%	0%	-7%	23%	12%	-1.0	?
Cc1ccc(Cl)cc1NC(=S)N(Cc1ccco1)C(C)c1cccs1 (stereo not given)	8	-4%	-11%	2%	16%	-6%	-1%	-2.8	14%
COc1ccc(CNC(=O)COC(=O)c2cc(-c3cccs3)nc3ccccc23)cc1OC	-4	-20%	-3%	1%	-10%	4%	?	-3.9	3%
COc1cc(/C=N/NC(=O)c2csc3c2CCCC3)cc(OC)c1O	-12	-1%	-3%	-8%	-12%	-20%	20%	-0.4	9%
Cc1ccc(C(=O)c2c3ccc(N)cc3nn2CCC(N)=O)cc1	?	0%	-25%	6%	-9%	-3%	?	0.1	-12%
CCOc1ccc(CNC(=O)CCCC(=O)n2ncc3cc(C)ccc32)cc1	9	1%	-4%	-29%	-5%	-6%	-22%	-0.5	20%
CSc1ccc(CN(C)CC(=O)NC(=O)NC(C)(C)C)cc1	-4	2%	-5%	3%	7%	5%	7%	-1.2	17%
CCOc1ccc(N/C=C/C(=O)c2ccc(OC)c(OC)c2)cc1	2	?	9%	-19%	13%	-4%	16%	0.3	-23%
O=C(Cc1ccccc1)NNC(=O)C1CCN(c2ncccn2)CC1	2	-2%	-9%	2%	-9%	-8%	22%	-1.8	2%
COc1ccc(C(c2c(N)[nH]c(=S)[nH]c2=O)c2c(N)[nH]c(=S)[nH]c2=O)cc1	-25	-1%	-8%	-22%	-7%	-9%	28%	0.6	17%
CCOC(=O)c1nnn2c1nc(N1CCN(c3ccccc3)CC1)c1ccccc12	6	4%	-5%	16%	8%	-9%	-4%	-0.8	2%
COc1cc(OC)c2c(-c3cccc(-c4cccc(N)c4)c3)cc(=O)oc2c1	3	19%	-2%	?	7%	1%	?	-0.8	-42%[inhibitor]
COc1ccc(C(=O)Nc2cc(=O)[nH]c3ncnn23)cc1	-8	-1%	-7%	-11%	14%	-9%	34%	-0.6	0%
COc1ccc(C(=O)NNC(=O)C2CCCN(C3CC(=O)N(c4ccccc4)C3=O)C2)cc1 (stereo not given)	-7	22%	4%	14%	-2%	1%	21%	1.3	27%
Cc1c(NC(=O)c2ccc3nsnc3c2)cccc1[N+](=O)[O-]	-4	-3%	-9%	-30%	-2%	-2%	-18%	-0.2	1%
COc1ccccc1CNS(=O)(=O)c1c(C(=O)N2CCCCC2)c(C)n(C)c1C	-2	0%	-23%	-2%	3%	4%	-23%	-1.4	-3%
CCS(=O)(=O)NCC(c1ccco1)N1CCN(c2ccccc2)CC1 (stereo not given)	9	0%	-5%	13%	-5%	-31%	-19%	-3.8	-18%&0%
CC1(C(=O)Nc2cccnc2)Cc2c(-c3ccccc3)ccnc2O1 (stereo not given)	-2	2%	-6%	-5%	4%	3%	0%	-0.7	16%
CCN(CC)C(=S)Oc1c(Cl)cccc1Cl	1	23%	2%	-3%	-11%	-2%	1%	1.3	-6%
COc1ccc(/C=N/NC(=O)c2ccncc2)cc1[N+](=O)[O-]	0	-2%	-13%	-5%	7%	4%	-4%	-2.6	-3%
CCOC(=O)C1=C(C)Nc2sc(C(=O)c3ccc(F)cc3)c(N)c2C1c1ccc(C(=O)OC)cc1 (stereo not given)	34	16%	5%	-4%	-14%	-5%	nt	-0.8	10%
CC(=O)Nc1cc(-c2ccccc2CN(C)C)cn2c(-c3ccc(C(C)=O)cc3)cnc12	-6	3%	-3%	13%	-12%	-2%	-14%	-0.2	-12%
COc1c2ccoc2nc2c(OC)c(O)ccc12	-3	2%	4%	-9%	-9%	7%	-35%	-0.7	-20%
O=c1[nH][nH]cc1C=Nc1cc(Cl)ccc1O	-3	-4%	-3%	-2%	-5%	-3%	-35%	0.2	-10%
O=C(Nc1ccc(F)cc1)C1CC2CCC1C2 (stereo not given)	-1	1%	-3%	-5%	2%	-15%	-34%	0.1	17%

# Compound activity (PubChem BioAssay)
